NCI-60 one-dose screen, 48 h, at 10 µM unless noted. Numbers give growth in % (100 = growth as untreated, 0 = no growth, -100 = all killed).
HL-60(TB): HL-60(TB) leukemia cells | 78,000 compounds, 9% hits | AID 1794776; active = growth percent below 10
* marks the source's active call; other numbers are inactive results; & = joins results of further samples.

Compound	HL-60(TB)
CNC(=O)c1cc(-n2ccc3cc(NC(=O)Nc4ccc(N5CCN(C)CC5)c(C(F)(F)F)c4)ccc32)ccn1	65.8
CN1CCN(C(=O)[C@]23CCC(C)(C)C[C@H]2C2=CC[C@@H]4[C@@]5(C)CC[C@H](OC(=O)c6cccnc6)C(C)(C)[C@@H]5CC[C@@]4(C)[C@]2(C)CC3)CC1	37.4
O=C(CCCCCC1CCCCC1)OCCCl	99.9
COc1cc(CN2C(=O)Cc3ccccc3-n3nc(C(C)(C)C)cc32)cc(OC)c1OC	76.0
NC(=O)CC1C=C(Br)C(=O)C(Br)=C1	124.4
Nc1nc(N)c(N=Nc2ccc(S(=O)(=O)Nc3ncccn3)cc2)c(=O)[nH]1	79.2
CC1(C)NC(=O)CC[C@]2(C)[C@H]3CC=C4[C@@H]5C[C@@](C)(C(N)=O)CC[C@]5(C)CC[C@@]4(C)[C@]3(C)CC[C@@H]12	102.0
CN(C)c1ccc(/C=N/N=C(\C#N)[S][Sn]([Cl])([c]2ccccc2)[c]2ccccc2)cc1	0.9*
CN=C(NC)c1ccc(NC(=O)c2ccc(C(=O)Nc3ccc(C(=NC)NC)cc3)cc2)cc1	93.3
COC(=O)c1cccc([N+](=O)[O-])c1Br	121.6
CC12CCC3C4(C)COC(c5ccc([N+](=O)[O-])cc5)OC4CCC3(C)C1CC(C1=CCOC1=O)O2 (stereo unspecified)	73.6
COc1ccc(/C=C2\COc3ccc(O)cc3C2=O)cc1	-33.1*
O=c1ccc2ccccc2c2ccccc12	76.6
C[C@@H]1O[C@H](Oc2c(-c3ccc(O)c(O)c3)oc3cc(O)cc(O)c3c2=O)[C@H](O)[C@H](O)[C@H]1O	103.9
CC(=O)OCC(=O)[C@H]1CC[C@H]2C3=CC=C4C[C@@H](OC(C)=O)CC[C@]4(C)C3=CC[C@]12C	108.0
O=c1cc(Cl)c(=O)[nH][nH]1	104.2&87.1
COc1ccc(C(=O)C[n+]2cn(CC(=O)Nc3cccc4cccnc34)c3ccccc32)cc1	27.2
Cn1cc(-c2csc(-c3c[nH]c4ccc(Br)cc34)n2)c2cnccc21	-56.6*
C=C1CCC[C@@H]2[C@@](C)(Cc3cc(O)ccc3O)C(C)CC[C@]12C (stereo partly specified)	21.9
COc1ccc(-c2onc(NC(C)=O)c2-c2cc(OC)c(OC)c(OC)c2)cc1	95.5
O=Nc1c(O)cc(O)c2ccccc12	73.4
Oc1cccc2cnccc12	68.9
COC(C(=O)[C@@H](O)[C@@H](C)O)[C@@H]1Cc2cc3cc(O[C@H]4C[C@@H](O[C@H]5C[C@@H](O)[C@H](O)C(C)O5)[C@H](O)C(C)O4)c(C)c(O)c3c(O)c2C(=O)[C@H]1O[C@H]1C[C@@H](O[C@H]2C[C@@H](O[C@H]3C[C@@H](O)[C@@H](O)C(C)O3)[C@@H](O)C(C)O2)[C@H](O)C(C)O1 (stereo partly specified)	30.5
COc1cc(/C=C/C(=O)c2cc(OC)c(OC)c(OC)c2)ccc1OCc1ccc(Cl)cc1	93.4

Quoted at random: 4 records from the list.
Compound	HL-60(TB)
CC(=O)OCC(=O)[C@H]1CC[C@H]2C3=CC=C4C[C@@H](OC(C)=O)CC[C@]4(C)C3=CC[C@]12C	108.0
COc1cc(/C=C/C(=O)c2cc(OC)c(OC)c(OC)c2)ccc1OCc1ccc(Cl)cc1	93.4
Oc1cccc2cnccc12	68.9
COC(C(=O)[C@@H](O)[C@@H](C)O)[C@@H]1Cc2cc3cc(O[C@H]4C[C@@H](O[C@H]5C[C@@H](O)[C@H](O)C(C)O5)[C@H](O)C(C)O4)c(C)c(O)c3c(O)c2C(=O)[C@H]1O[C@H]1C[C@@H](O[C@H]2C[C@@H](O[C@H]3C[C@@H](O)[C@@H](O)C(C)O3)[C@@H](O)C(C)O2)[C@H](O)C(C)O1 (stereo partly specified)	30.5

Continuation:
Compound	HL-60(TB)
CCOCCNc1ccc(S(=O)(=O)c2ccc(N)cc2)cc1N	107.3
O=[N+]([O-])c1cc(S(=O)(=O)O)ccc1Cl	98.0
c1ccc(CN2CO[C@@H]3CCCCC[C@H]32)cc1	99.7
COc1ccc(/C=C2\Oc3cc(OCCCCN4CCCCC4)ccc3C2=O)cc1OC	98.4
CSc1nc(N)c(CNCc2ccccc2)c(=O)n1C	104.6
Clc1ccc(C2=CCCCC2)cc1	87.1
CCOC(=O)c1cc(C(=O)N2c3ccccc3Sc3ccccc32)n2c3ccccc3n(C)c12	88.7
CC(=O)N1N=C(c2ccc(Br)cc2)CC1c1c(C)nn(-c2ccccc2)c1N1CCOCC1 (stereo unspecified)	98.5
Cc1cnc(C(=O)Nc2nc3ccc(S(=O)(=O)Nc4ccc(C(C)(C)C)cc4)cc3[nH]2)cn1	-18.2*
CN1CC(c2ccccc2)C2(SC(=Nc3ccccc3)N(Nc3ccccc3)C2=O)C12C(=O)Nc1ccccc12 (stereo unspecified)	49.1
CCOCCC(=O)O	106.0
CC(=O)OC[C@H]1OC(Sc2sc(C(=O)c3ccc(Br)cc3)c(N)c2-c2nc3ccccc3s2)[C@@H](OC(C)=O)[C@@H]1OC(C)=O (stereo partly specified)	105.1
CC(C)CC(=O)c1ccccc1O	99.4
Cl[Si](Cc1ccccc1)(Cc1ccccc1)Cc1ccccc1	105.0
CC1=NN(C(=O)c2nn(-c3ccc(Cl)cc3)cc2O)C(=O)C1	5.7*
Nc1nnc(CS(=O)(=O)c2ccccc2)s1	105.4
Nc1ncc(-c2cnn(C3CCNCC3)c2)cc1-c1nc2ccccc2o1	-55.5*
C=CC(=O)NCCOc1cccc(Nc2cc(NCCCNC(=O)C3CCC3)c(Br)cn2)c1	-55.0*
C=CCN=c1sc(-c2ccc3ccccc3c2)cn1NC(=O)c1cc2ccc1CCc1ccc(cc1)CC2	49.2
O=C1CC/C=C\CNC(=O)[C@]2(O)C[C@@H](O)[C@@H](O)[C@@H](C2)O1	79.5
CCOCCOC(=O)Nc1c(Cl)cccc1Cl	103.3
N#Cc1c(-c2cn(-c3ccccc3)nc2-c2ccc(OCc3ccccc3)cc2)[nH]c(=O)[nH]c1=O	98.7
O=C(Nc1ccccc1-c1nn(C(=S)Nc2ccccc2)c(=S)n(C(=S)Nc2ccccc2)c1=O)C(F)(F)F	101.6
CCOC(=O)C(C(C)=O)C(c1ccc(N(C)C)cc1)c1ccc(N(C)C)cc1 (stereo unspecified)	93.1

The results go on:
Molecule | HL-60(TB)
OCCCC1CCN(CCO)CC1 | 91.7
CCCCCCN(CCCCCC)CC(O)c1ccc(Br)c2ccccc12 (stereo unspecified) | 102.8
C#Cc1cccc(Nc2ncnc3ccc(-c4cncc(NS(C)(=O)=O)c4)cc23)c1 | 4.0*
CCOC(=O)C1=NN(c2ccc(Cl)cc2)C2C3N(c4ccc(Cl)cc4)N=C(C(=O)OCC)N3c3ccccc3N12 (stereo unspecified) | -67.8*
CCCCCC(CCC)COC(=O)c1ccc(OC)cc1 (stereo unspecified) | 90.5
COc1cncc(-c2ccc3ncnc(N4CCc5ccc(Cl)cc54)c3c2)c1 | -33.4*
O=[N+]([O-])c1ccc(N/N=C\c2cccc([N+](=O)[O-])c2)cc1 | 96.7
Nc1ccc(F)c(Cl)c1 | 97.4
Cc1[nH]c(=O)c(C#N)cc1-c1ccncc1 | 88.7
COC(=O)C(C)[C@H]1CC[C@@H]2[C@]1(C)CC=C1[C@]23C=C[C@]2(C[C@@H](OC(C)=O)CC[C@]12C)C(C(=O)OC)C3C(=O)OC (stereo partly specified) | 66.9
C/C(NCCc1ccccc1)=C1\CCOC1=O | 84.7
CCOC1CCCCC1O (stereo unspecified) | 111.5
COCCOc1cc2ncnc(N3CCN(c4ncc(S(=O)(=O)N5CCCCC5)cn4)CC3)c2cc1OCCOC | 100.2
CCN(CC)CCSc1nc2c([nH]1)c(=S)n(C)c(=O)n2C | 107.9
CN(C)CCOc1cccc(OCCN(C)C)n1 | 59.4
COc1ccc(-c2cc(-c3ccccc3)n3nc(N)nc3n2)cc1 | 84.9
CC(C)(C)c1cc(C=Nc2cccc(C(F)(F)F)c2)c(O)c(C(C)(C)C)c1 | 90.1
COc1cc(C2=NN(c3ccc(Cl)cc3)C(c3cccc(Nc4ccnc5cc(Cl)ccc45)c3)C2)cc(OC)c1OC (stereo unspecified) | 106.5
O=S(=O)(c1ccc(N/N=C\c2ccccc2)cc1)c1ccc(N/N=C/c2ccccc2)cc1 | 94.8
O=CCCN(CCC=O)c1ncnc2ccc(Cl)cc12 | 104.9
CC1(C)CC[C@]2(C(=O)O)CC[C@]3(C)C(=CC[C@@H]4[C@@]5(C)CC/C(=N\OCCC#N)C(C)(C)[C@@H]5CC[C@]43C)[C@@H]2C1 | 147.8
NC(N)=NC(N)=NCCCc1ccco1 | 83.1
CNC1C(OC2C(OC3C(O)C(O)C(N=C(N)N)C(O)C3N=C(N)N)OC(C)C2(O)CO)OC(CO)C(O)C1O (stereo unspecified) | 94.4
O=S(=O)(NCCCNc1nccc(-c2c(-c3cccc(F)c3)nc3sccn23)n1)c1ccc(O)cc1 | 107.4
O=C1CN(CN2CCOCC2)C(=O)CN1CN1CCOCC1 | 89.8
CCCCCC/C=N\NC(N)=S | 83.4
CCOC(=O)/C=C1\NN(c2ccc(S(N)(=O)=O)cc2)C(=O)c2ccccc21 | 101.0
CC(C)Cc1cc(CNC(=O)C2[C@H]3CN(C(=O)c4ccccc4)C[C@@H]23)nn1-c1ccccc1 (stereo partly specified) | 94.2
Cc1ccc(C2=C(C#N)C3(C(=O)N(C)c4ccccc43)c3c(-c4ccccc4)nn(-c4ccccc4)c3N2)cc1 (stereo unspecified) | 105.8
COc1ccc(C(=O)Nn2c(NCC(=O)N3c4ccccc4Sc4ccccc43)nnc2-c2ccc(O)cc2)cc1 | 94.3

Rewritten with each value named: part of the list above.
> NC(N)=NC(N)=NCCCc1ccco1
  HL-60(TB) = 83.1
> O=[N+]([O-])c1ccc(N/N=C\c2cccc([N+](=O)[O-])c2)cc1
  HL-60(TB) = 96.7
> CC(C)(C)c1cc(C=Nc2cccc(C(F)(F)F)c2)c(O)c(C(C)(C)C)c1
  HL-60(TB) = 90.1
> CCOC(=O)/C=C1\NN(c2ccc(S(N)(=O)=O)cc2)C(=O)c2ccccc21
  HL-60(TB) = 101.0

(listing goes on)
Molecule | HL-60(TB)
CCCCCCCCCCSCCO | 105.9
Cc1cc(=O)oc2cc(OCCOc3ccc(/C=C/C(=O)NO)cc3)ccc12 | 101.3
CC1=C(C(=O)c2cnccn2)C(c2cccc(Oc3ccccc3)c2)NC(=O)N1 (stereo unspecified) | 106.3
Cn1c(=O)c2[nH]c(SSc3nc4c([nH]3)c(=O)n(C)c(=O)n4C)nc2n(C)c1=O | 98.9
O=[N+]([O-])c1ccc(Br)o1 | 74.8
CCOC(=O)C(Cc1cn(C)c2ccccc12)(NC(C)=O)C(=O)OCC | 102.4
O=C(O)CNC(=O)CNC(=O)OCc1ccccc1 | 81.3
O=C(NCc1ccccc1)c1cccc(N=Cc2c(O)ccc3ccccc23)c1 | 84.2
Clc1nn2c(Cn3cnc4c(N5CCOCC5)ncnc43)nnc2c2ccccc12 | 99.9
COc1cc2c(cc1OC)C13CCN4C(=O)C(=O)C(CC41)C1C(OCC(=O)O)CC(=O)N2C13 (stereo unspecified) | 99.0
c1cc(OCCCCCOc2cccc(-c3nc4ccccc4[nH]3)c2)cc(-c2nc3ccccc3[nH]2)c1 | -32.2*
COc1ccc(OCC(=O)OC(C)C)cc1 | 90.0
NS(=O)(=O)c1ccc(CCN2C(=O)c3cc(Cl)c(Cl)cc3C2=O)cc1 | 86.5
CCN(CC)C(=O)c1ccc(Cc2n[nH]c(=O)c3cccnc23)cc1 | 103.9
CC(=O)OC(CCc1ccccc1)c1ccc(Cl)cc1 (stereo unspecified) | 95.1
CC(=O)N[C@H](C(=O)N[C@@H](CCCNC(=N)N)C(=O)N[C@@H](CCCCN)C(=O)N[C@@H](CCCNC(=N)N)C(=O)N[C@]1(C)CCCCCC/C=C\CCC[C@@](C)(C(=O)N[C@@H](CCCNC(=N)N)C(=O)N[C@@H](CCC(=O)O)C(=O)N[C@@H](CC(C)C)C(=O)N[C@H](C(=O)N[C@@H](CCC(=O)O)C(N)=O)C(C)C)NC(=O)[C@H](CCC(N)=O)NC(=O)[C@H](CC(C)C)NC(=O)[C@H](CC(C)C)NC(=O)[C@H](CCCNC(=N)N)NC(=O)[C@H](CCCNC(=N)N)NC(=O)[C@H](CC(C)C)NC1=O)C(C)C | 15.9
Cc1cccc(CSc2ncnc3nc[nH]c23)n1 | 85.7
CN(/N=C/c1ccccc1)C(=S)Nc1ccccc1 | 84.9
O=C(OCC1COC(c2ccccc2)(c2ccccc2)O1)c1ccccc1 (stereo unspecified) | 85.4
CNC(=O)Oc1ccc(SC)c(C)c1 | 110.1
CSc1nc(O)c(Nc2cccc(Cl)c2)c(=O)[nH]1 | 91.0
O=C(O)CCCCCCCCCCOc1ccc(Cl)cc1Cl | 90.4
CCOC(OCC)C(=O)C(C#N)c1ccc(C#N)cc1 (stereo unspecified) | 108.1
COc1cc2oc3cc(OC)c(OC)c(CC=C(C)C)c3c(=O)c2c(O)c1CC=C(C)C | 102.6
NS(=O)(=O)c1cccc(NC(=O)C(=O)C2C(=O)Nc3ccccc32)c1 (stereo unspecified) | 159.0
O=C(O)CC1CC(c2ccc(-c3noc(=O)[nH]3)cc2)=NO1 (stereo unspecified) | 98.1
O=C1/C(=C/c2ccc(O)cc2)CN(C(=O)CCN2CCC(=NO)CC2)C/C1=C\c1ccc(O)cc1 | 102.3
C=C(C)[C@@H]1CC[C@]2(C(=O)N[C@H](C)C(=O)OC)CC[C@]3(C)[C@H](CC[C@@H]4[C@@]5(C)Cc6c([nH]c7ccccc67)C(C)(C)[C@@H]5CC[C@]43C)[C@@H]12 | 71.8
CN1C(=O)C(=Cc2cn(CC(O)CN3CCOCC3)c3ccccc23)C(=O)N(C)C1=O (stereo unspecified) | 121.4
O=c1[nH]cnc2c1C(c1ccc(Br)cc1)c1sc3c(F)cccc3c1O2 (stereo unspecified) | 99.4
Nc1csc(N)n1 | 110.5
CCCCCCCCCCC(C[N+](C)(C)C/C=C/c1ccccc1)C(O)c1ccccc1 (stereo unspecified) | -48.9*
O=S(=O)(NCCNc1nccc(-c2c(-c3ccc(F)cc3)nc3sccn23)n1)c1ccc(O)cc1 | 60.4

These rows are one share of the data; the hit share may differ from the screen's.
